Tat export inh: blocks Tat-dependent protein export in E. coli | inhibition, % at 10 µM | E. coli MC4100 TorA-mCherry Tat export, fluorescence | hit rate 0.036% among 340,000;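 active means mean replicate inhibition at least 50% and at least half of replicates individually reaching 50%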;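 further: exported cargo escapes ClpAP degradation while cytoplasmic cargo is degraded and loses fluorescence; 0% = median of neutral control wells and 100% = median of NaSCN control wells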
HTR5A inv ag: counter-screen for OPRM1-OPRD1 inverse agonists: human HTR5A inverse agonism; P47898; HTR5A cell line, luminescence; inhibition, % at 9.3 µM; hit rate 0.083% among 340,000; in the data active means inhibition mostly above about 23%, no sharp cut-off; inactive means mostly below about 18%;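 further: 0% = cells with DMSO and 100% = no-cell wells with DMSO; some compounds called inactive have numbers as strong as hits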
AddAB inh: less growth of phage-infected E. coli with AddAB. hit rate 0.29% among 330,000. E. coli expressing H. pylori AddAB, absorbance growth. inhibition, % at 11.9 µM; in the data active means inhibition above about 12%;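 further: 0% = vehicle wells of infected cells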
phage Ecoli inh: E. coli growth loss with phage present. growth absorbance. inhibition, % at 11.9 µM. hit rate 0.26% among 360,000; in the data active means inhibition above about 11%
PKA-R1A act: activators of PKA-R1A complex; P00514+P68181; PKA-R1A dissociation, Cy5-IP20 fluorescence polarization; scaled: DMSO 0%, 113 µM cGMP 100%; activation, % at 11.4 µM; hit rate 0.083% among 340,000; AID 504707;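 active means percent activation above the mean of all tested compounds plus 3 SD, cut at about 19% in these data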;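 further: higher means more PKAc released from R1A so a rise in polarization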
CDK5 p35 inh: blocks human CDK5/p35 kinase activity | Q00535+Q15078 | Recombinant CDK5/p35, ADP-Glo luminescence, 60 min | inhibition, % at 10 µM | hit rate 0.01% among 330,000 | AID 488839;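 active means highest replicate inhibition of at least 50% and at least 75% of replicates reaching 50%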;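 further: plate controls were DMSO neutral control for no effect and GW8510 at 10 µM for full effect; many of its hits are not listed in these tables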
Target sequence (Q00535 whole entry, looked up): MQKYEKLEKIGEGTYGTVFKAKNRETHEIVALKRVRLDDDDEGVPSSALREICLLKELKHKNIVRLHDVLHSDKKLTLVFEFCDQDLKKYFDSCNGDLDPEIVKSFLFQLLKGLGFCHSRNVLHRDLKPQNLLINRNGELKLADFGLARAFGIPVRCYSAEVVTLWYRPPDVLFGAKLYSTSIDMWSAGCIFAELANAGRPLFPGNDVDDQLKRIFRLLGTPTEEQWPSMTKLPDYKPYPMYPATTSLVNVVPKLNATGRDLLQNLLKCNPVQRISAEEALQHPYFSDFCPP
Target sequence (Q15078 whole entry, looked up): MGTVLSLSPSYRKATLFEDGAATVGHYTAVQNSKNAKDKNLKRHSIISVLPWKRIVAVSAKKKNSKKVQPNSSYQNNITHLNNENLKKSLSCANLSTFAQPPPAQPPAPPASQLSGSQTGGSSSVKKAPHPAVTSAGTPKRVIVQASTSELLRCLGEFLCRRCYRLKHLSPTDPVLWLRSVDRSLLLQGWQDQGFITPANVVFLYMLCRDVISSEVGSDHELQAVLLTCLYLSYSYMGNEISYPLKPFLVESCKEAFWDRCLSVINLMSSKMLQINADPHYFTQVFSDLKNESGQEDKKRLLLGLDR
PKA-R2B activ: activates the human PKA-R2B holoenzyme complex. P22694+P31323. PKA-R2B holoenzyme dissociation, Cy5-IP20 fluorescence polarization; R2B truncated from residue 108, S112A mutant; 0% DMSO only, 100% 113 µM cGMP. activation, % at 11.4 µM. hit rate 0.079% among 340,000. AID 504700;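 active means activation above a cutoff set at the mean over all compounds plus 3 SD, cut at about 18% in these data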;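 further: higher means more holoenzyme dissociation and a rise in polarization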
Target sequence (P31323 whole entry, looked up, other chains not shown, the tested form may be a part): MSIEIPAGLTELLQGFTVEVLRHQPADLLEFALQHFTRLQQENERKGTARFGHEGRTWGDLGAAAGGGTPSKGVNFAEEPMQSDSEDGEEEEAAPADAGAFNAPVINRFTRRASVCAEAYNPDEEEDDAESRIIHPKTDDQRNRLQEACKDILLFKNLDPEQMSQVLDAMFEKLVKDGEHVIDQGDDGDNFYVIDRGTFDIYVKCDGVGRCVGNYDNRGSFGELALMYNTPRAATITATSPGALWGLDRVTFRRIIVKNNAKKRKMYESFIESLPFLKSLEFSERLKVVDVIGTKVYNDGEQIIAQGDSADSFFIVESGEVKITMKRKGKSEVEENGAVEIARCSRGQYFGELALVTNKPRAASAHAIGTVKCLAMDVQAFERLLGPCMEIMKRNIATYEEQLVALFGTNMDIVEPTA
DAGLB inhibitor: blocks human DAGLB lipase activity; Q8NCG7; HEK293T DAGLB membrane lysate, EnzChek fluorogenic substrate; inhibition, % at 5.17 µM; hit rate 0.059% among 340,000; in the data active means inhibition above about 34%;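 further: 0% = enzyme with vehicle and 100% = wells lacking enzyme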
Mot1-301 SUMO: blocks SUMOylation pathway, rescuing yeast Mot1-301 growth; hit rate 1% among 320,000; S. cerevisiae Mot1-301 growth rescue, ATP luminescence, 38.5C; percent above DMSO median, 100 means doubled; growth rescue, % at 18.8 µM; AID 2716;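 active means every valid replicate shows activation above 250% relative to neutral control wells; inactive means the rest, any valid replicate at or below 250%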;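 further: OY570 slx delta 5 strain wells were the positive control but not used for scaling; some compounds called inactive have numbers as strong as hits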
HTR5A ag ctr: activates human HTR5A in OPRM1-OPRD1 agonist counter-screen | activation, % at 9.3 µM | HTR5A agonist assay, luminescence, cell-based | hit rate 0.61% among 340,000 | P47898; in the data active means activation mostly above about 9.5%, no sharp cut-off; inactive means mostly below about 7.6%;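 further: 0% = cells with vehicle only and 100% = reference agonist; strong numbers were not always called active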
Ecoli viability: reduces bacterial viability in AddAB counter-screen; E. coli V3065 growth, OD600 absorbance, 18 h; AID 449728; hit rate 0.27% among 330,000; inhibition, % at 11.9 µM;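 active means inhibition above the campaign's mean inhibition across all tested compounds plus 3 SD, cut at about 9.9% in these data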;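 further: uninfected addAB+ strain grown without phage in ampicillin broth; 0% = DMSO wells and 100% = ciprofloxacin 0.95 µg/ml wells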
* hit, by the source's call; / = no result given.

canonical_smiles,Tat export inh,HTR5A inv ag,AddAB inh,phage Ecoli inh,PKA-R1A act,CDK5 p35 inh,PKA-R2B activ,DAGLB inhibitor,Mot1-301 SUMO,HTR5A ag ctr,Ecoli viability
O=C(Nc1ccc(OC(F)(F)C(F)F)c(NC(=O)c2ccc(F)cc2)c1)c1ccc(F)cc1,1,-24,-0.6,3.7,5,10.0,4,-7,-5,8,-2.7
CCN(C(=O)c1ccc(Cl)c(S(=O)(=O)Nc2c(C)n(C)n(-c3ccccc3)c2=O)c1)c1ccccc1,-4,4,1.2,-1.2,6,-1.7,-11,1,2,4,0.1
CC(C)c1ccc(/C=C/C2=NNC(=O)CC2)cc1,9,-5,0.5,4.4,-5,-0.2,7,-4,17,2,-3.2
Cc1ccc(NC(=O)COC(=O)Cc2ccsc2)cc1S(=O)(=O)N1CCOCC1,-3,2,4.5,1.8,-4,1.0,-9,-1,-18,-1,-0.3
COc1ccc([N+](=O)[O-])cc1NC(=O)Cc1noc2ccc(C)cc12,0,7,-0.2,1.9,2,-2.4,2,-2,-12,-3,-1.4
CCOC(=O)N1CCN(C(=O)CSc2nnc(C3COc4ccccc4O3)o2)CC1 (stereo unspecified),-8,0,3.5,4.1,9,1.2,-4,2,-4,0,2.2
O=[n+]1c2c(n([O-])c3cc(F)c(N4CCCC4)cc31)CCCC2,0,-35,1.9,4.3,-6,-1.0,-6,-12,-17,15*,4.3
O=C(N/N=C/c1cccc(Br)c1)c1ccc(N2CCCC2=O)cc1,-3,-8,1.2,1.0,0,1.4,-2,0,-9,3,1.4
Cc1ccc2c(c1)C(c1ccccc1)N(C(=O)c1c(F)cccc1Cl)CC(=O)N2 (stereo unspecified),-3,-1,2.2,0.1,-10,1.0,0,-5,4,0,0.0
COCCOC1CCN(Cc2cn(Cc3ccccc3)nc2-c2cc3ccccc3o2)CC1,0,0,1.3,0.6,-8,-0.5,0,-1,-4,1,-1.0
CCOc1ccc(CC2CCC(=O)NC2=O)cc1 (stereo unspecified),-11,3,0.7,3.1,7,-0.5,-13,1,97,-1,0.4
Cc1cccc(/C=C2/C(=O)/C(=C/c3ccccc3C)C3CCC2N3C)c1 (stereo unspecified),1,16,3.1,0.9,3,1.0,4,-7,33,-7,-0.3
COc1ccccc1-n1cnc2sc(C)c(C)c2c1=O,-1,-3,-0.2,0.1,-3,0.0,-7,-5,-5,1,-1.9
COc1ccc(S(=O)(=O)N2CCC(C(N)=O)(N3CCCCC3)CC2)cc1,1,17,-2.6,1.4,-4,-0.3,-5,1,4,1,0.0
CC(=O)c1ccccc1NC(=O)COC(=O)c1cc(C)oc1C,0,-5,-0.1,0.1,1,0.0,2,-3,9,2,0.5
Cc1oc(C(=O)O)cc1CSCc1ccoc1C(=O)O,-4,-3,-2.6,1.7,-7,0.1,-11,-1,19,1,0.1
C=CCN(CC=C)CC(=O)Nc1cccc(Oc2cnccn2)c1,-10,-7,-1.1,2.5,-13,1.5,2,-2,-10,2,-0.9
COc1cccc(-n2ccnc2SCC(=O)N2CCCc3ccccc32)c1,3,-19,2.7,3.9,3,-0.7,7,-2,6,5,1.0
CC(C)N1CCN(Cc2nc3c(s2)CCCC3)CC1CCO (stereo unspecified),-7,9,1.4,0.6,5,0.4,-2,-1,/,-3,0.8
Brc1ccccc1-c1nnc(COc2ncnc3ccccc23)o1,3,2,-0.6,0.5,-2,-0.7,-7,-1,209,-1,3.0
CCCCn1c(C23CC4CC(CC(C4)C2)C3)n[nH]c1=S,-4,-3,1.8,-0.8,1,2.4,1,-2,-7,1,-0.2
COCCn1nnnc1C(C(C)C)N1CCCC(C)C1 (stereo unspecified),-1,-7,1.9,3.5,9,1.8,0,3,1,4,-0.2
C/C(=N\NC(=O)c1ccc(Cl)cc1)c1ccc2[nH]ccc2c1,-8,-3,-0.8,1.2,13,-0.1,11,-4,-5,1,-2.5
CN(Cc1ccc(OC(F)F)cc1)C(=O)c1cccc(S(=O)(=O)N2CCN(c3ccccc3)CC2)c1,7,-14,/,0.8,7,-3.3,-2,0,/,-2,/
COc1ccc(-n2nc(C(=O)NCC(=O)NCCCN3CCN(C)CC3)c3ccccc3c2=O)cc1,8,-10,1.3,3.0,-4,-0.9,-4,-2,-8,3,0.2
CCCOc1ccc(-c2c(C(=O)N/N=C/c3ccccc3)nnn2-c2nonc2N)cc1,-6,-10,1.5,-0.8,4,1.0,-12,-4,7,5,-2.4
Cc1nn(C)c(Cl)c1S(=O)(=O)N[C@@H](c1ccccc1)[C@]1(C)C[C@H]1[C@@H](C)C(=O)Nc1ccc2ccccc2c1,-1,-3,-1.6,1.8,1,2.0,6,-3,7,1,-2.4
CSCC[C@H](NC(=O)[C@@H]1Cc2ccccc2CN1)C(=O)NC1CCCC1,4,0,3.2,-0.2,-6,-2.3,5,2,31,4,0.0
CCNc1oc(COc2ccccc2F)nc1C#N,10,-8,2.7,3.8,3,-0.3,-2,1,11,5,-1.0
COc1cc(SC)ccc1C(=O)Nc1ccc(C)cc1,4,7,-0.4,5.0,-4,0.4,-5,-12,-4,-2,1.4
CCN1CCN(Cc2c(OC)ccc3ccccc23)CC1,2,-23,1.3,1.4,11,1.8,7,-2,-3,-2,0.1
CC1C(c2ccccc2)N(C)CCC12NC(=O)NC2=O (stereo unspecified),-12,0,1.9,1.9,-8,1.5,-3,1,198,-3,-3.0
NC(=O)COc1ccc(Nc2nnc(-c3ccc(O)cc3)c3ccccc23)cc1,-8,5,0.5,2.1,-4,-0.2,-8,1,-23,-2,-2.0
CCCCn1c(N)c(N(Cc2ccccc2OC)C(=O)c2ccc(N3CCCC3=O)cc2)c(=O)[nH]c1=O,6,2,0.9,1.0,4,-2.8,-4,1,-12,-1,0.6
O=C(NCC(c1ccc(F)cc1)N1CCOCC1)c1cc(F)c(F)c(F)c1F (stereo unspecified),3,-2,1.3,2.1,2,-3.9,2,-2,16,1,-0.9
CC(=O)/C(N)=N/Nc1cccc(Cl)c1,11,4,3.0,4.0,-4,-2.0,13,1,437*,-1,1.2
CC1(CCc2ccccc2)NC(=O)N(CC(=O)Nc2ccc3c(c2)OCCO3)C1=O (stereo unspecified),0,0,-0.2,2.6,-19,-1.2,-5,1,/,0,-1.3
O=c1c2c(nc3cc(-c4ccccc4Cl)[nH]n13)CCS2,-4,-12,1.0,1.4,-11,0.4,3,5,3,7,-4.2
O=C(Cn1nc(-c2ccccc2)oc1=O)OCC(=O)c1ccccc1,-1,1,1.1,-0.2,2,0.3,-6,-1,10,0,-0.2
CN(C)c1ccc(Cc2ccc(N(C)C)cc2)cc1,3,6,/,-0.6,21*,-0.9,-3,2,/,-2,/
COCCN(CC(=O)NCC1CCCO1)C(=O)CCC(=O)Nc1cc(C)ccn1 (stereo unspecified),-14,-21,-1.4,1.9,-10,-0.2,-4,-2,305,3,1.1
Cc1cc(C)n2nc(C(=O)Nc3cc(S(=O)(=O)N4CCCCC4)ccc3C)nc2n1,2,1,1.0,-1.8,4,-1.0,-10,-4,-3,-4,0.0
O=C(CCCc1ccccc1)Nc1ccnn1C1CCN(Cc2ccc(Cl)cc2)CC1,3,1,-0.5,1.9,-11,/,-1,-4,7,0,-2.5
CCOc1cccc(Oc2ccc(C(F)(F)F)cn2)c1,-3,23,-0.5,-0.7,-4,-0.7,-1,-2,216,5,2.2
Cc1cc(C(F)F)n2nc(C(=O)Nc3cccc(C(F)(F)F)c3)nc2n1,-7,-19,-0.5,4.7,-3,0.1,-6,0,139,5,-1.4
COC(=O)Cc1c(O)ccn(Cc2ccc3c(c2)OCO3)c1=O,5,-3,4.9,3.4,-8,0.7,-13,-2,-6,-1,0.9
COc1ccc(OC(=O)NCCc2ccccc2)cc1,-1,-56,1.0,2.7,1,0.1,-7,-6,12,0,-0.6
CCOc1ccccc1OCc1nn2c(-c3ccc(C)cc3)nnc2s1,-2,-18,0.9,-0.3,-5,-0.9,-1,-13,-14,-2,-1.9
CC(=O)NS(=O)(=O)c1ccccc1,-3,-12,-0.6,0.5,-8,-1.2,3,1,42,1,-1.1
c1cc[n+](CCCC[n+]2ccccc2)cc1,-14,9,1.3,-0.6,-4,0.3,-10,-2,-11,-3,1.7

The results go on:
canonical_smiles,Tat export inh,HTR5A inv ag,AddAB inh,phage Ecoli inh,PKA-R1A act,CDK5 p35 inh,PKA-R2B activ,DAGLB inhibitor,Mot1-301 SUMO,HTR5A ag ctr,Ecoli viability
CCOC(=O)N1CCN(CC(=O)Nc2ccc(Oc3ccccc3)cc2)CC1,0,5,-1.1,0.9,-13,-1.7,-8,-1,-17,0,-1.9
CNc1cc(C(F)(F)F)nc(-c2ccccn2)n1,5,6,0.0,0.2,12,-3.1,5,0,-5,-3,-4.2
C=CCN(CC(=O)Nc1c(C)cccc1CC)C(=O)SCCC,-6,15,-0.8,0.3,-8,-2.1,1,2,/,-5,3.1
CCOc1ccc2[nH]c(=O)c(C(c3nnnn3C3CCCCC3)N3CCN(C)CC3)cc2c1 (stereo unspecified),-4,-8,-0.5,2.3,-7,0.5,6,0,0,-4,-3.4
Cc1ccc(S(=O)(=O)N2C[C@@H]3[C@H]4CC[C@H](C4)[C@@H]3[C@@H](C)[C@@H]2c2cn(Cc3ccccc3)c3ccc(F)cc23)cc1,-3,-6,-2.0,-1.3,-2,3.5,-3,-19,/,2,0.5
CC(=O)c1ccc(Nc2ncnc3c2oc2ccccc23)cc1,6,9,1.8,2.3,-4,1.4,-11,1,1,-3,2.3
CN1CCN(Cc2c(O)ccc3c(-c4ccccc4)cc(=O)oc23)CC1,-8,-23,2.0,2.5,-2,0.0,-4,1,1,-2,-0.9
CN(C(=S)NC(=O)C1(C)CC1(Cl)Cl)c1ccccc1 (stereo unspecified),-1,-2,1.2,1.0,0,-0.4,-3,-1,0,1,3.0
COC(=O)c1c(C(=O)NCc2ccccc2)ncn1CC(O)COc1ccccc1 (stereo unspecified),7,8,2.7,2.8,-4,0.7,-5,1,12,2,2.2
CCN(C(=O)c1ccc2c(c1)OCO2)C1CCS(=O)(=O)C1 (stereo unspecified),-2,2,0.2,-0.7,-10,1.1,0,-3,-10,-1,-0.9
COc1ccc(/C=C2\N=C(c3c(-c4ccccc4)noc3C)OC2=O)cc1OC,4,11,-0.9,2.1,7,0.8,1,3,-4,-2,0.5
COCc1c(C(=O)N/N=C\c2cccnc2)nnn1-c1nonc1N,0,11,4.2,2.4,-6,-2.8,-12,0,0,-4,1.6
COc1cccc(CNC(=O)c2cccc(NC(=O)CC3SC(N4CCCCC4)=NC3=O)c2)c1 (stereo unspecified),-2,0,2.0,-0.5,4,-3.4,0,1,-15,8,1.4
Cc1ccc(N/C=C(/C#N)c2ccsc2)cc1,7,14,0.2,5.5,9,0.9,-5,0,49,-5,0.7
O=C(Nc1cc(Br)ccc1O)c1cnn2c(C(F)F)cc(C3CC3)nc12,0,-4,2.1,4.1,12,-0.6,13,-4,9,1,-1.3
